EP2 mod – modulators of human EP2 prostaglandin E2 receptor | P43116 | EP2-expressing cells, cAMP HTRF FRET, PGE2 co-stimulation | induction, % at 25 µM | 260,000 compounds, 0.83% hits;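 active = compounds whose cAMP rise, as percent of the full-agonist control response, exceeds 60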;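 also: rat C6 glioma line stably carrying human EP2 under a CMV promoter; the protocol text gives 20 µM as final concentration; 100% = response of wells given 1 µM PGE2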
Target sequence (P43116 whole entry, looked up): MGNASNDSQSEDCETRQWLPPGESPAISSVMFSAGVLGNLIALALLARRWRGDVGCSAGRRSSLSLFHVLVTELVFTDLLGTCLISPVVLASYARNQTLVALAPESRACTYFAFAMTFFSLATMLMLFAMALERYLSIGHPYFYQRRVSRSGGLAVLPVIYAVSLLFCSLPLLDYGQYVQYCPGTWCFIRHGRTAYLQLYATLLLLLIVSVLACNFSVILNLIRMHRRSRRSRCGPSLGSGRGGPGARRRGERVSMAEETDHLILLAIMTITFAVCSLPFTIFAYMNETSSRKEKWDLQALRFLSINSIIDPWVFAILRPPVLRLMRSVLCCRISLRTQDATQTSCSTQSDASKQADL
PPC-1+TRAIL kill – kills PPC-1 cancer cells in the presence of TRAIL; PPC-1 cells + TRAIL, ATPLite viability luminescence; cell killing (% activity), % at 4 µM; 220,000 compounds, 0.41% hits; AID 1443;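 active = cell killing above 50% in the first pass at 4 µM, then a duplicate retest at 5 µM averaging 50% or more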;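 also: plate controls were cells with TRAIL plus DMSO for no effect and medium-only wells lacking cells for full effect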
NPY-Y1 PAM-ag – potentiators or agonists of human neuropeptide Y receptor Y1; NPY-Y1 expressing cells, potentiator/agonist activation; 220,000 compounds, 0.37% hits; activation, % at 3.6 µM; in the data active = activation above about 33%, passing the limit was not always enough;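 also: cells stimulated with NPY at EC10 then isoproterenol at EC100; 0% = low agonist plus stimulus and 100% = saturating agonist plus stimulus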
Target sequence (P25929 whole entry, looked up): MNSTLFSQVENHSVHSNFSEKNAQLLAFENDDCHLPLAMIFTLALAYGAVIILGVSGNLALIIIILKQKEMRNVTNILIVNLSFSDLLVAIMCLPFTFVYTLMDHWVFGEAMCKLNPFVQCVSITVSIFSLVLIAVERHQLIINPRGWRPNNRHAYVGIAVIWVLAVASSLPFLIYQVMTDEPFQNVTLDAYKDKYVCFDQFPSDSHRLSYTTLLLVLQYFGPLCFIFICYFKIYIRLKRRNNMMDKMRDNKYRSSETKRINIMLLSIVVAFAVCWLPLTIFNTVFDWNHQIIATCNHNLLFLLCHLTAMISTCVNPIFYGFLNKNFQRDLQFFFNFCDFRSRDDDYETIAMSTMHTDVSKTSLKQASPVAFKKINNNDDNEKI
NPY Y1 blocker – blocks the human neuropeptide Y Y1 receptor | 200,000 compounds, 1% hits | HEK293-CNG Y1 cells, membrane potential fluorescence; NPY at EC95, then isoproterenol | inhibition, % at 3.6 µM | P25929;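 active = inhibition above the campaign mean inhibition of all tested compounds plus 3 SD, cut at about 20% in these data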;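 also: 0% = DMSO wells given NPY plus isoproterenol and 100% = isoproterenol alone without NPY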
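Material: HEK293 Y1/CNG channel cell line | Also added: NPY (25 nM), isoproterenol (1 µM), Ro 20-1724 (25 µM) | Compound: One concentration, 3.6 µM, in 0.4% DMSO | Schedule: 3 h dye uptake, 1 h room-temperature compound, 45 min post-isoproterenol | Signal: Membrane-potential fluorescent dye readout | Read-out: % inhibition of NPY effect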
EP2 antag – blocks the human prostaglandin E2 receptor EP2; P43116; C6 glioma cells expressing human EP2, cAMP TR-FRET; cells stimulated with saturating PGE2; inhibition, % at 25 µM; 260,000 compounds, 0.52% hits;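 active = percent inhibition above 40 after rounding to a whole number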;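 also: rat C6 glioma host cells with rolipram phosphodiesterase inhibitor present; the protocol text gives 20 µM as final concentration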
zfTRPN1 agonist – agonists of zebrafish TRPN1 channel; activation, % at 3 µM; 220,000 compounds, 0.18% hits; HEK293 zebrafish TRPN1-YFP, Fluo-8 calcium fluorescence; 100% = response to 87 µM carbachol;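 active = activation above its plate's cutoff, the mean activation of test wells on that plate plus 3 SD, cut at about 19% in these data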;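 also: 0% = DMSO alone and 100% = 87 µM carbachol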
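Assay system: Zebrafish TRPN1-YFP in HEK293 cells | Incubation: Dye loading 1 h at 37 °C, then 30 min room temperature | Measured by: Kinetic Fluo-8 fluorescence, ex 470-495, em 515-575 nm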
CHOP inhibitor – CHOP inhibition in unfolded protein response; CHO-K1 CHOP-promoter luciferase, tunicamycin-induced, 15-18 h; 220,000 compounds, 3.8% hits; AID 2732; inhibition, % at 10 µM;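 active = compounds that reduced the stress-induced luciferase reporter signal by more than about 70% of percent inhibition, limit read from the data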;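 also: 0% = tunicamycin plus vehicle and 100% = wells without tunicamycin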
TRPML3 agonist – human mucolipin-3 channel agonism | Q8TDD5 | HEK293 TRPML3-YFP, Fluo-8 calcium fluorescence; 100% = the carbachol control signal | activation, % at 3 µM | 220,000 compounds, 0.29% hits | AID 1448;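 active = activation above its plate's cutoff, the mean activation of the plate's test wells plus 3 SD, cut at about 12% in these data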;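 also: 0% = DMSO only wells and 100% = carbachol wells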
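Material: HEK293 cells stably carrying human TRPML3-YFP; compound dosing: single dose, 3 µM final nominal compound, 0.3% DMSO final; incubation: 1-h 37 °C dye load, 5-s basal, 120-s post-compound reads; technique: Fluo-8 intracellular calcium fluorescence, excitation 470-495 nm, emission 515-575 nm; read-out basis: percent activation from peak-to-basal fluorescence ratio, scaled between DMSO and carbachol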
14-3-3 Bad inh – disrupts binding of bovine 14-3-3 zeta to phospho-Bad peptide; 220,000 compounds, 0.71% hits; inhibition, % at 21.7 µM; AID 781; TR-FRET 14-3-3zeta/Dy647-pBad peptide displacement, 1 h; P63103;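 active = inhibition above about 70%, limit read from the data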;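 also: 0% = full 14-3-3 plus peptide FRET controls and 100% = background without 14-3-3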
Target sequence (P63103 whole entry, looked up): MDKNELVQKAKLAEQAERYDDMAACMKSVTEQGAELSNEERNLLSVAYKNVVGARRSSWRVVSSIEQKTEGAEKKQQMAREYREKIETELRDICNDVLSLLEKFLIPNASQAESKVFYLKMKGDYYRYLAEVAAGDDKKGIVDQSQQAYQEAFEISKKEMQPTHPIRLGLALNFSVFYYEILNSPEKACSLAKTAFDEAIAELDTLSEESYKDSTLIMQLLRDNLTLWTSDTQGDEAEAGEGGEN
* hit, by the source's call; x = not tested or not shown; & = joins results of further samples; [ ] = remark or other dose. A portion of the library; the hit share may differ from the screen's.

SMILES	EP2 mod	PPC-1+TRAIL kill	NPY-Y1 PAM-ag	NPY Y1 blocker	EP2 antag	zfTRPN1 agonist	CHOP inhibitor	TRPML3 agonist	14-3-3 Bad inh
CCCCC(=O)Nc1ccccc1N1CCOCC1	13	0	-12	3	2	1.2	15	0.7	-5
O=C(NCC(=O)N(c1ccccc1F)C(C(=O)NC1CCCC1)c1ccco1)c1ccco1 (configuration not stated)	6	9	1	13	1	2.1	0	0.6	-1
CCSc1ncc(CO)c(N)n1	11	-2	4	x	7	1.0	0	0.5	5
COCCSc1nnc(NC(=O)C2CCCCC2)s1	14	7	-7	-1	6	0.6	28	-0.1	-1
CC(C)CNC(=O)c1cccc(NC(=O)Cc2ccc(Cl)cc2)c1	-11	19	-28	-3	4	2.3	27	0.8	-5
Cc1cccc(CS(=O)(=O)Cc2ccc(C(=O)NCC3CCCO3)o2)c1 (configuration not stated)	-4	-32	-5	3	x	-1.7	13	-0.1	-9
CSc1nnc2n(-c3ccccc3)c(=O)c3c4c(sc3n12)CCC4	31	5	-12	7	10	0.7	5	0.0	0[fluorescence artefact?]
COc1ccccc1N=c1c2c([N+](=O)[O-])cc([N+](=O)[O-])cc2n(O)n1-c1ccccc1OC	30	14	10	3	17	-0.1	12	-0.1	-12
Cc1c(S(=O)(=O)Nc2cccc(Cl)c2)c(=O)n(C)c(=O)n1C	15	3	-2	-5	9	0.3	-2	0.2	-3
COC(=O)c1ccc(C2/C(=C(/O)c3ccc(OC)cc3)C(=O)C(=O)N2c2cc(C)on2)cc1 (configuration not stated)	34	15	0	7	12	0.2	6	-0.3	x
CN(C)S(=O)(=O)c1cccc(NC(=O)CSc2nc3ccccc3n2-c2ccccc2)c1	0	12	-1	7	0	6.9	53	0.1	-6[fluorescence artefact?]
CCCCCn1c(NC2CCCCC2)nc2c1c(=O)[nH]c(=O)n2C	17	-4	x	x	16	x	-9	x	-3
Cc1nc2ccc(C(=O)O)cc2nc1C	-15	37	0	3	11	-1.4	15	-0.3	-3[fluorescence artefact?]
COc1ccc(-c2cc(C(F)(F)F)nc(SCC(=O)N(C)Cc3cnn(C)c3C)n2)cc1OC	30	6	12	2	13	-1.1	-14	1.1	-8
Cc1ccccc1Nc1ccc(S(=O)(=O)N2CCOCC2)cc1[N+](=O)[O-]	-16	9	-16	-1	5	1.4	13	-0.4	-1
CC(N)C12CC3CC(CC(O)(C3)C1)C2 (configuration not stated)	3	3	0	-2	6	-0.3	0	0.1	-2[fluorescence artefact?]
O=C(CSc1nnc(CNC(=O)c2ccco2)o1)c1ccccc1	-13	-10	-4	-5	17	0.0	18	1.0	-4
CCCS(=O)(=O)N1CCN(S(=O)(=O)c2ccccc2[N+](=O)[O-])CC1	-29	18	21	-3	2	-0.3	16	1.9	-1
O=C(COc1ccc([N+](=O)[O-])cc1)NCCC1=CCCCC1	-17	3	-22	1	5	-2.2	34	-0.9	0[fluorescence artefact?]
NC(=O)[C@H](Cc1cc2ccccc2s1)NC(=O)[C@@H]1CC2(CC(c3cccc(NC(=O)[C@@H]4CCC(=O)N4)c3)=NO2)CN1C(=O)/C=C/Sc1ccccc1 (some centres not stated)	25	-6	-25	2	9	0.0	24	0.1	-7
CCN(CC)c1nc2cc(C)ccc2cc1/C=C(\C#N)C(N)=O	63*	20	-5	-2	6	0.7	48	1.3	-10
O=C(CCSc1ccccc1)Nc1ccc(S(=O)(=O)N2CCOCC2)cc1	-16	-3	-5	5	25	0.4	16	1.2	0[fluorescence artefact?]
N/C(=N\OC(=O)N1c2ccccc2Sc2ccccc21)c1ccc(Br)cc1	-5	4	9	0	9	0.3	36	0.1	-19
O=C1c2ccccc2C(=O)N1c1nc(-c2cccs2)cs1	-7	12	-1	-1	9	-0.3	37	-0.9	37
O=C(C1CCN(c2ccc(N3CCOCC3)nn2)CC1)N1CCc2ccccc2C1	x	0	14	1	6	1.0	x	0.3	x
CN1CCN(c2cc3c(cc2F)c(=O)c(C(=O)O)cn3CCF)CC1	-8	37	-4	x	12	1.9	3	0.6	-6
CCOc1cc(C(=O)NC)cc(Br)c1OCc1ccccc1	-5	37	-4	0	2	-2.6	7	-0.4	-4
Cc1ccc(CNC(=O)CSc2ccc(-c3ccccn3)nn2)cc1	-19	4	-17	5	2	0.9	-10	0.0	-2
COc1ccccc1-n1c(C)c2c(OC)cccc(=O)c2c1C	14	28	14	2	5	-0.5	-16	0.3	-16[fluorescence artefact?]
NC(=O)COC(=O)/C=C/c1cccc(Br)c1	-39	20	-5	6	2	0.2	-19	0.7	-3
O=C1N(Cc2cccc(Cl)c2)C[C@@H]2C[C@@H](c3cccn3-c3cccnc3)N3CCC[C@@]123	4	19	26	5	11	-3.1	8	-0.3	-10
COC(=O)C/C=C/[C@@H](C)[C@@H](/C=N/OCC[C@@H]1C=C[C@H](OC(C)=O)[C@@H](COC(C)=O)O1)NS(=O)(=O)c1ccc(C)cc1	22	2	-10	-2	x	0.9	11	-0.7	-3
NC(=O)C1CCN(Cc2nc3cc(C(F)(F)F)ccc3c(=O)[nH]2)CC1	-7	8	-13	x	7	1.1	8	0.1	-2
CC(C)(C)NC(=O)c1cccc(NC(=O)c2ccco2)c1	-52&-20	-13	-17	-2	13&13	2.1	17	0.6	-5[fluorescence artefact?]
C/C(=N/NC(=O)c1ccoc1C)c1ccc(NC(=O)c2ccncc2)cc1	-42	18	14	-6	4	0.9	-28	1.2	-9
O=S(=O)(c1ccc(Br)s1)N1CCC(Cc2ccccc2)CC1	-15	18	-31	0	5	0.8	-21	0.1	8
O=C(COC(=O)c1cnccn1)c1ccc2ccccc2c1	-17	12	-9	9	22	0.4	-36	0.1	-10
CC(C)NC(=O)C(Cc1ccccc1)N1C(=O)c2ccccc2C1=O (configuration not stated)	1	39	0	0	6	-0.9	4	0.8	-6[fluorescence artefact?]
Cc1ccccc1-n1c(C)nnc1SCC(=O)NC1CCCc2ccccc21 (configuration not stated)	15	-14	6	5	3	1.4	10	-0.2	92*[fluorescence artefact?]
COc1ccc(N(CC(=O)NCc2ccc(C)cc2)S(=O)(=O)c2ccccc2[N+](=O)[O-])c(OC)c1	-7	8	2	-2	7	-0.5	28	1.6	2

Exported comma-delimited: 3 of the compounds above
molecule,EP2 mod,PPC-1+TRAIL kill,NPY-Y1 PAM-ag,NPY Y1 blocker,EP2 antag,zfTRPN1 agonist,CHOP inhibitor,TRPML3 agonist,14-3-3 Bad inh
O=C(CCSc1ccccc1)Nc1ccc(S(=O)(=O)N2CCOCC2)cc1,-16,-3,-5,5,25,0.4,16,1.2,0[fluorescence artefact?]
CC(C)(C)NC(=O)c1cccc(NC(=O)c2ccco2)c1,-52&-20,-13,-17,-2,13&13,2.1,17,0.6,-5[fluorescence artefact?]
COC(=O)C/C=C/[C@@H](C)[C@@H](/C=N/OCC[C@@H]1C=C[C@H](OC(C)=O)[C@@H](COC(C)=O)O1)NS(=O)(=O)c1ccc(C)cc1,22,2,-10,-2,x,0.9,11,-0.7,-3

(next part)
SMILES	EP2 mod	PPC-1+TRAIL kill	NPY-Y1 PAM-ag	NPY Y1 blocker	EP2 antag	zfTRPN1 agonist	CHOP inhibitor	TRPML3 agonist	14-3-3 Bad inh
CN(c1ccccc1)c1nc(N)c([N+](=O)[O-])c(N2CCCCC2)n1	27	-4	-7	x	10	-0.7	-3	-0.6	-7
CCOc1ccc(S(=O)(=O)Nc2ccc3c(c2)OCO3)c2cccnc12	-17	17	-10	3	14	-0.8	-21	0.3	-8
COc1ccc(-c2cc(C(F)F)n3ncc(C(=O)N4CCc5ccccc5C4)c3n2)cc1	-24	23	-20	16	9	-1.7	51	-1.2	-15
Cc1ccccc1C(=O)NNC(=O)C(C)N1C(=O)c2ccccc2C1=O (configuration not stated)	19	10	-17	7	7	1.2	21	1.1	7[fluorescence artefact?]
CCCc1[nH]nc2c1C(c1ccc(OC)c(CSC3=NCCS3)c1)C(C#N)=C(N)O2 (configuration not stated)	36	20	-26	0	9	-0.2	-2	0.1	8
Cn1c(=O)c2cc(S(=O)(=O)NC(Cc3ccccc3)C(=O)NCc3ccco3)ccc2n(C)c1=O (configuration not stated)	-1	10	-9	1	13	0.0	42	0.5	0
CC(C)CCN(C)C1CCN(C(=O)Nc2c(F)cccc2F)CC1	-6	18	-10	2	11	1.1	-4	0.0	0
OC(CNCCNc1ncccc1C(F)(F)F)Cn1ccc2ccccc21 (configuration not stated)	-47	2	-3	x	11	0.8	11	1.4	-3
CC(=O)N1CCN(S(=O)(=O)c2ccc(C)cc2)C1C(C)C (configuration not stated)	21	10	-6	-4	13	0.1	8	0.4	-2
O=C(NC1CCCC1)C1c2ccccc2C(=O)N1C1CCCCC1 (configuration not stated)	49	-8	-7	-1	3	0.2	-10	0.2	-4
c1ccc(C2=Nn3c(nnc3-c3cccs3)SC2)cc1	57	1	3	x	2	0.5	-8	-0.1	1
O=C(C1=C(O)C(=O)N(Cc2ccccc2)C1c1ccncc1)c1ccco1 (configuration not stated)	30&-19	13	-7	-3	15&13	-1.1	23	0.7	35
CCNc1nnc(CCn2nc(C)c(Br)c2C)s1	4	17	12	2	5	-0.7	-18	0.2	-5
O=C(Nc1ccc2c(c1)OCCO2)c1cccc2nc3ccccc3nc12	10	23	12	1	8	1.6	18	-0.3	10[fluorescence artefact?]
CCOC(=O)c1cc2c(ccn2-c2ccc(F)cc2)n1CC(=O)N(CC)CC	23	28	6	-4	9	-2.5	2	-0.3	-5
COc1cccc(C(C(=O)NC(C)(C)C)N(CC(C)C)C(=O)CCC(=O)Nc2cc(C)on2)c1OC (configuration not stated)	24	2	18	5	7	-1.7	33	0.6	-1
O=C(NCC(c1cccs1)N1CCOCC1)c1cc2ccccc2o1 (configuration not stated)	-18	-6	-12	-4	8	-1.4	-10	0.5	1[fluorescence artefact?]
CCCCN(CCCC)S(=O)(=O)c1ccc2oc(C(=O)N3CCOCC3)c(C)c2c1	17	18	-24	8	3	-1.7	39	-1.4	-2
COc1ccc(C(=O)CSc2n[nH]c(-c3ccncc3)n2)cc1[N+](=O)[O-]	6	11	2	-7	7	1.7	-8	0.6	-26[fluorescence artefact?]
CCn1c(NCc2ccccn2)nc2c1c(=O)n(C)c(=O)n2C	5	-10	7	3	5	-1.5	-9	0.7	4[fluorescence artefact?]
O=C(NC1CCCCC1)N(Cc1ccccc1)Cc1ccco1	35	18	-5	16	9	0.4	29	-0.7	-7
Cn1c(CSc2nc3ccccc3s2)nc2ccccc21	-27	24	-14	9	10	-1.7	14	-0.8	4
COc1cc(OC)c2c(-c3ccccc3)cc(=O)oc2c1C(CCN1CCCC(C)C1)c1ccc(N(C)C)cc1 (configuration not stated)	-8	31	x	x	11	x	21	x	9
Nc1nc(N2C(=O)C3CC=CCC3C2=O)nn1-c1ccccc1 (configuration not stated)	23	15	-4	-1	5	-0.2	24	0.2	0
